Tb hexokinase = blocks Trypanosoma brucei hexokinase 1 activity; recombinant TbHK1, G6PDH-coupled NADH A340; inhibition, % at 10 µM; 0.11% of 220,000 active;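 active means inhibition of 50% or more in the single-dose primary screen; inactive means inhibition below 50%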
PGE2 EP2 inh = blocks the human prostaglandin E2 receptor EP2. P43116. C6 glioma cells expressing human EP2, cAMP TR-FRET; cells stimulated with saturating PGE2. inhibition, % at 25 µM. 0.52% of 260,000 active. AID 1422;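 active means percent inhibition above 40 after rounding to a whole number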;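 further: rat C6 glioma host cells with rolipram phosphodiesterase inhibitor present; the protocol text gives 20 µM as final concentration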
Target sequence (P43116 whole entry, looked up): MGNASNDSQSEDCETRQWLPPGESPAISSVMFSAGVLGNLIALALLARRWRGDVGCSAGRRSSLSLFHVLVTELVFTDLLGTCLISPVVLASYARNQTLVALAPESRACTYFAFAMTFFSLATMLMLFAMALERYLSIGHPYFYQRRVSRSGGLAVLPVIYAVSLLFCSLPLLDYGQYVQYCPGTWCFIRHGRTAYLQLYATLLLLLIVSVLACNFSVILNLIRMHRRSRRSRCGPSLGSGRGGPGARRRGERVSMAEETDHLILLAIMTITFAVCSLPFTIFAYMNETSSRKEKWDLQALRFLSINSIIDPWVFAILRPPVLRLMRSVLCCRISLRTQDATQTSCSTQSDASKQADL
m-calpain inh = calpain II (pig) inhibition; inhibition, % at 16 µM; 0.37% of 220,000 active; AID 1236; purified calpain II, fluorogenic peptide substrate, 30 min;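 active means inhibition above about 50%, limit read from the data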
14-3-3 Bad PPI = disrupts binding of bovine 14-3-3 zeta to phospho-Bad peptide; P63103; TR-FRET 14-3-3zeta/Dy647-pBad peptide displacement, 1 h; inhibition, % at 21.7 µM; 0.71% of 220,000 active; AID 781;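 active means inhibition above about 70%, limit read from the data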;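 further: 0% = full 14-3-3 plus peptide FRET controls and 100% = background without 14-3-3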
EP2 mod = modulators of human EP2 prostaglandin E2 receptor | P43116 | EP2-expressing cells, cAMP HTRF FRET, PGE2 co-stimulation | induction, % at 25 µM | 0.83% of 260,000 active | AID 940;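 active means compounds whose cAMP rise, as percent of the full-agonist control response, exceeds 60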;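 further: rat C6 glioma line stably carrying human EP2 under a CMV promoter; the protocol text gives 20 µM as final concentration; 100% = response of wells given 1 µM PGE2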
Hck Nef HTS = human Hck-Nef kinase inhibition; 0.68% of 220,000 active; Recombinant Hck-YEEI plus Nef, Z-Lyte FRET kinase assay; P08631; inhibition, % at 20 µM;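 active means Hck-Nef kinase inhibition above about 50%, limit read from the data; inactive means inhibition below that limit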;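 further: 0% = DMSO with Hck plus Nef and 100% = Hck alone without Nef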
Target sequence (P08631 whole entry, looked up): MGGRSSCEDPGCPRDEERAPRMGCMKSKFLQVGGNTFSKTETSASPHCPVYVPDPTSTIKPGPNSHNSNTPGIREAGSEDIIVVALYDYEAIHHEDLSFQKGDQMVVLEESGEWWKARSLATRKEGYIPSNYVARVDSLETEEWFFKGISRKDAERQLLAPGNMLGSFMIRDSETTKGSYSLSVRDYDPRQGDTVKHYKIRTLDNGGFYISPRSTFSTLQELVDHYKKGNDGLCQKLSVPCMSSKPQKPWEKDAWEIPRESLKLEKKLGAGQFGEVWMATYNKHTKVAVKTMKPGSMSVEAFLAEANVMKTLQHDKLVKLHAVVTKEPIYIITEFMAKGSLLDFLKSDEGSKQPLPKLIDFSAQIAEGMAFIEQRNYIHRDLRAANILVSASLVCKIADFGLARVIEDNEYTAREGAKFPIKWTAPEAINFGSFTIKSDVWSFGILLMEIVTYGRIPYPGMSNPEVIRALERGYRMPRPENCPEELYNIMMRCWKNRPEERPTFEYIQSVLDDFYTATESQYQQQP
Rad51 HR inh = blocks human Rad51 in homologous recombination; hRad51 DNA strand exchange, fluorescence dequenching; 0.085% of 200,000 active; inhibition, % at 10 µM;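 active means inhibition above 40% at the single screening dose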;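 further: 0% = DMSO control wells and 100% = blanks with heterologous ssDNA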
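System: human Rad51 nucleoprotein filaments preassembled on unlabelled ssDNA. Reagent: labelled 47-mer dsDNA for strand exchange. Schedule: 30-min compound preincubation and 15-min exchange, both room temperature. Measured by: FRET fluorescence dequenching, excitation 485 nm, emission 520 nm. Read-out: Fluorescence-based percent inhibition, control- and blank-normalised. Benchmarks: plate controls and plate blanks.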
eIF4E-4G inh = blocks eIF4E binding to eIF4G; P63073+Q04637; TR-FRET eIF4E-eIF4GI(517-606) binding, 2 h; inhibition, % at 21.7 µM; 0.37% of 220,000 active; AID 782;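 active means inhibition above about 30%, limit read from the data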;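 further: 0% = full FRET control wells and 100% = background wells lacking eIF4GI fragment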
zVAD death inh = L929 zVAD cell death inhibition; AID 1377; L929 zVAD necroptosis rescue, ATP luminescence, 24 h; with zVAD 60 µM; 0.38% of 220,000 active; viability rescue, % at 10 µM;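 active means activation, scaled between plate controls, above about 75%, limit read from the data; inactive means activation under that limit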;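 further: 0% = zVAD with DMSO and 100% = DMSO alone without zVAD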
The depositor's hits bear a star; nt = not tested or not shown; & = joins results of further samples; [ ] = another dose, or the depositor's remark. These rows are one share of the data; rates above refer to the full screens.

SMILES	Tb hexokinase	PGE2 EP2 inh	m-calpain inh	14-3-3 Bad PPI	EP2 mod	Hck Nef HTS	Rad51 HR inh	eIF4E-4G inh	zVAD death inh
Cc1cc(C)nc(/N=C(\N)Nc2ccc(S(=O)(=O)Nc3nccc(C)n3)cc2)n1	-3	10	-15	-5	49	-3	-7	4	2.8
NNc1ncnc2sc3c(c12)CCC3	1	7	16	-5	0	22	-1	-6	7.8
CCOC(=O)N1CCN(C(=O)c2ccc3nc4cc(Cl)ccc4c(=O)n3c2)CC1	-18	8	nt	nt	nt	2	-4	nt	-0.9
Cc1ccc(C(=O)C(C(=O)/C=C/c2ccccc2)=C2SCCCS2)cc1	-6	10	-30	2	54	6	4	1	1.4
CC1CC(C)CN(C(=O)COc2ccc([N+](=O)[O-])cc2Cl)C1 (stereo not drawn)	-8	-1	-4	5	11	7	nt	4	-0.8
Cc1ccc2c(c1)N(CC(=O)NCCc1c[nH]c3ccccc13)C(=O)CO2	7	10	-11	-28	-14	3	-1	-9	-0.1
CCOc1ccc(NC(=O)c2ccccc2CO)cc1	0	14	-40	1[fluorescence artefact?]	8	-2	-3	-2[fluorescence artefact?]	0.9
CCOc1ccc(C(=O)NCCc2ccccc2)cc1	1	8	-11	-6[fluorescence artefact?]	-32	4	9	2[fluorescence artefact?]	0.9
CCOC(=O)c1[nH]c(C)c(C(=O)OCC(=O)N(C)C2CCS(=O)(=O)C2)c1C (stereo not drawn)	-2	10	-14	-10	27	22	11	1	19
C/C=C/C=C/C(=O)Nc1cccc(C2=NOC3(C2)C[C@H](C(N)=O)N(C(=O)CC(c2ccccc2)c2ccccc2)C3)c1 (stereo partly drawn)	-22	nt	-51	-1	-8	29	nt	-3	0.4
Cc1cc(/C=C(/C#N)C(=O)Nc2ccccc2)c(C)n1-c1cccnc1	-7	24	-19	11	-14	1	-2	2	1.4
O=C1C(=O)N2C(=C1C(=O)N1CCCCCC1)c1ccccc1CC21CCCC1	-33	9	9	0	9	24	-13	-10	0.6
CC1CCc2c(sc(/N=C/c3ccco3)c2C(N)=O)C1 (stereo not drawn)	-6	4	23	-1	-6	-2	-19	0	2.2
Cc1[nH][nH]c(=O)c1C(c1ccc(-c2cccc(Cl)c2)o1)c1c(C)[nH][nH]c1=O	-6	6	-14	-7	-11	26	4	-1	0.1
COc1cc2c(cc1OC)C1(CCCC1)CNC2c1ccc([N+](=O)[O-])cc1 (stereo not drawn)	-1	4	17	-12	22	25	4	-4	0.2
Brc1ccc(OCCn2ccnc2)cc1	4	16	-12	-14	28	2	-3	2	0.1
COc1ccc2c(c1OC)C(=O)N(c1ncn[nH]1)C2	1	22	-64	5	17	9	2	3	0.2
NC(=O)C1CCN(C(=O)COc2ccc(S(=O)(=O)NCc3ccccc3)cc2Cl)CC1	3	7	11	-6[fluorescence artefact?]	-6	2	6	10	0.4
Cc1c(OC(=O)CNC(=O)OC(C)(C)C)ccc2c3c(c(=O)oc12)CCC3	-15	10	-366	-6	3	64*	-6	-1	1.1
Cc1ccccc1-n1c(=O)cc(NCC2CCCO2)[nH]c1=O (stereo not drawn)	12	-1	-9	2	15	6	9	6[fluorescence artefact?]	-0.4
O=C1Nc2cc3c(cc2Sc2ccccc21)OCCO3	8	10	-16	-12	-23	-1	-3	2	-0.3
O=c1[nH]nc(Cc2ccc(Cl)cc2)c2ccccc12	5	16	33	-3	19	4	14	-4	-0.1
O=C(/C=C/c1cccc(Cl)c1)Nn1c(-c2cccs2)nc2ccccc2c1=O	-17	6	-59	1[fluorescence artefact?]	6	3	0	1[fluorescence artefact?]	2.1
COc1cccc(-c2nc(CS(=O)(=O)CC(=O)Nc3cc(C)ccc3C)c(C)o2)c1	2	12	-27	5	0	21	3	-1	0.2
CC1=NC(=O)C(N=Nc2cccc(C(=O)O)c2)N1c1ccccc1 (stereo not drawn)	-15	6	-21	22[fluorescence artefact?]	27	2	7	-8	1.1
Cc1ncsc1CCOC(=O)c1ccc(Cl)cc1	-3	19	4	-11	-6	-1	9	-8	2.9
NC(=O)CSc1nc2ccc([N+](=O)[O-])cc2[nH]1	-13	6	7	-1	20	0	-4	1	1.8
COc1ccc(C(NC(=O)C2C3C=CC(C3)C2C(=O)O)c2ccccc2)cc1 (stereo not drawn)	2	6	-4	-10	16	17	1	-2	5.0
O=C(NCC1CCCO1)c1ccccc1-c1nc(-c2ccc(F)cc2)no1 (stereo not drawn)	23	10	-12	-8[fluorescence artefact?]	2	2	0	-8[fluorescence artefact?]	-0.4
COc1ccc(C(=O)/C=C/c2ccc(OC3CSC3)cc2)cc1OC	-13	4	-13	-5	-34	3	3	3[fluorescence artefact?]	0.6

Full records, quoted from the list. Screens in order: Tb hexokinase | PGE2 EP2 inh | m-calpain inh | 14-3-3 Bad PPI | EP2 mod | Hck Nef HTS | Rad51 HR inh | eIF4E-4G inh | zVAD death inh
O=C1Nc2cc3c(cc2Sc2ccccc21)OCCO3 is listed with 8 | 10 | -16 | -12 | -23 | -1 | -3 | 2 | -0.3
COc1ccc(C(=O)/C=C/c2ccc(OC3CSC3)cc2)cc1OC is listed with -13 | 4 | -13 | -5 | -34 | 3 | 3 | 3[fluorescence artefact?] | 0.6

Next records.
SMILES	Tb hexokinase	PGE2 EP2 inh	m-calpain inh	14-3-3 Bad PPI	EP2 mod	Hck Nef HTS	Rad51 HR inh	eIF4E-4G inh	zVAD death inh
O=C(CC1c2ccccc2Oc2ccccc21)N1CCN(c2ccccn2)CC1	-5	11	6	-10	-63	2	9	1	0.3
CCCCC(=O)OCc1nc(N)nc(Nc2ccccc2C)n1	11	3	19	16	-15	-2	-8	-10	0.8
CCN(CC)CCCNC(=O)c1cc2nc3c(c(C(F)(F)F)n2n1)CCc1ccccc1-3	-11	10	-47	-2	-27	-1	1	2	3.5
CC(=O)Nc1ccc(NC(=O)CCSCCc2ccccn2)cc1	-6	3	-15	-7	2	-3	18	-1	0.2
CC(C)(C)SCCNC(=O)CN(c1ccccc1)S(=O)(=O)c1ccc(F)cc1	-1	4	8	-8	12	1	nt	1	0.5
CC1CCc2c(sc(NC(=O)c3ccc(-c4ccccc4[N+](=O)[O-])o3)c2C#N)C1 (stereo not drawn)	-15	7	-5	-1	9	2	4	-2	1.3
O=C(CCc1nnc(CCc2ccccc2)o1)NC(c1cccnc1)C(F)(F)F (stereo not drawn)	-4	6	-15	-5	16	15	16	0	0.1
CN(C)CCNc1c2c(nc3nnnn13)CCCC2	4	12	-16	7	13	2	-3	4	3.2
O=C1C=C(Nc2ccccc2O)c2ccccc2C1=O	-8	14	11	28[fluorescence artefact?]	-37	1	-6	1[fluorescence artefact?]	44
Cc1ccc(N2C(=O)C3ON(c4ccccc4)C(CC(C)C)C3C2=O)cc1 (stereo not drawn)	-8	13	22	1	12	-1	-1	0	0.4
CCOC(=O)c1c(COC(=O)c2ccco2)nc2ccccc2[n+]1[O-]	-11	23	34	-7	-6	0	6	-4	-0.2
COc1cccc(NC(=O)CN2CCN(S(=O)(=O)c3ccc(C(C)C)cc3)CC2)c1	-3	8	8	13	0	0	-2	-2	0.8
O=C(NCC1CCCO1)C1CC1(c1ccccc1)c1ccccc1 (stereo not drawn)	-1	10	28	-1	18	1	-5	5	0.2
COc1cccc(CC(Cc2nc3ccccc3[nH]2)c2nc3ccccc3[nH]2)c1 (stereo not drawn)	2	8	5	-10	-53	27	7	1	1.9
COc1ccccc1-c1c(C)oc2c(CN3CCN(C)CC3)c(O)ccc2c1=O	-50	3	-414	11[fluorescence artefact?]	29	-2	0	-5	1.8
O=C(NC1CCCC1)C(c1cccs1)N(Cc1ccco1)C(=O)Cn1nnc(-c2cccs2)n1 (stereo not drawn)	6	7	-27	-8	16	-27	-4	8[fluorescence artefact?]	0.3
COc1cc(CCCN2C(N)=NC[C@@H]2c2ccccc2)cc(OC)c1OC	10	15	11	-4	-8	28	11	1	-0.8
CCOc1ccc2c(c1)c(N=O)c(O)n2C	-1	12	13	-9	45	-26	-8	3[fluorescence artefact?]	-0.3
Cc1nn(S(=O)(=O)c2cccs2)c(C)c1Sc1ccccc1	-7	12	-10	8	16	1	-5	15	0.1
COc1ccccc1/C=C/C=N/n1c(-c2n[nH]c3c2CCC3)n[nH]c1=S	31	2	25	-5	-4	-7	-8	3	2.0
COc1ccc(Cl)cc1NC(=O)Nn1cnnc1	-2	12	-2	6	4	0	2	-3	0.7
CCOC(=O)c1ccc(N2C(=O)CC(Nc3ccc(O)cc3)C2=O)cc1 (stereo not drawn)	-12	7	-18	-3	-4	6	2	1	0.5
C/C(=N\NC(=O)CCCOc1ccc(Cl)cc1C)c1ccc(C)o1	-1	6	-6	-8[fluorescence artefact?]	5	5	nt	5	0.6
Cc1ccn2c(NC(=O)c3ccccc3)c(-c3cccs3)nc2c1	-4	11	10	70*[fluorescence artefact?]	-12	0	1	5	0.2
COc1ccc(Cn2nnnc2C(c2cc(OC)ccc2OC)N2CCC(C(N)=O)CC2)cc1 (stereo not drawn)	6	13&7	17	3[fluorescence artefact?]	-2&-11	0	-4	-7	0.4
CCOc1ccc(/C=N/NC(=O)C(C)Sc2ccccn2)cc1OCC (stereo not drawn)	-15	4	2	-13	14	3	-7	3[fluorescence artefact?]	1.9
CCOC(=O)c1cnc(SCC(=O)Nc2ccc(NC(C)=O)c(OC)c2)nc1N	7	5&9	-27	-6[fluorescence artefact?]	-8&-66	-1	-4	-2[fluorescence artefact?]	0.0
CCOC(=O)C12CNC(=O)C(C(=O)OCC)(CNC1=O)C2	1	8&8	-42	-4	27&-14	-1	-10	-4	1.2

5 entries out of the list, sorted by heavy-atom count, highest first:
SMILES	Tb hexokinase	PGE2 EP2 inh	m-calpain inh	14-3-3 Bad PPI	EP2 mod	Hck Nef HTS	Rad51 HR inh	eIF4E-4G inh	zVAD death inh
COc1cccc(NC(=O)CN2CCN(S(=O)(=O)c3ccc(C(C)C)cc3)CC2)c1	-3	8	8	13	0	0	-2	-2	0.8
O=C(/C=C/c1cccc(Cl)c1)Nn1c(-c2cccs2)nc2ccccc2c1=O	-17	6	-59	1[fluorescence artefact?]	6	3	0	1[fluorescence artefact?]	2.1
Cc1ccc(N2C(=O)C3ON(c4ccccc4)C(CC(C)C)C3C2=O)cc1 (stereo not drawn)	-8	13	22	1	12	-1	-1	0	0.4
CCCCC(=O)OCc1nc(N)nc(Nc2ccccc2C)n1	11	3	19	16	-15	-2	-8	-10	0.8
CC1CCc2c(sc(/N=C/c3ccco3)c2C(N)=O)C1 (stereo not drawn)	-6	4	23	-1	-6	-2	-19	0	2.2
